Bioassay records: PubChem BioAssay, The Scripps Research Institute Molecular Screening Center
PAFAH2 FP inh: inhibitors of human PAFAH2 | AID 492956 | recombinant PAFAH2, FP-rhodamine activity probe, fluorescence polarization | hit rate 0.99% among 340,000 | Q99487 | inhibition, % at 3.39 µM;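 active = inhibition above the mean over all tested compounds plus 3 SD, cut at about 30% in these data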;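 note: inhibitors block probe labeling of enzyme so polarization drops; 0% = enzyme with DMSO and 100% = wells lacking PAFAH2 protein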
LYPLA1 counter: blocks human lysophospholipase 1, a PME1 counter-screen | recombinant LYPLA1, FP-Rh probe fluorescence polarization | inhibition, % at 5.9 µM | hit rate 0.16% among 320,000 | AID 2174;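 active = inhibition above the mean of all tested compounds plus 3 SD, set per campaign, cut at about 14% in these data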;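 note: inhibitors block serine hydrolase probe labeling of LYPLA1 so polarization falls; 0% = enzyme with DMSO and 100% = wells lacking LYPLA1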
Target sequence (O75608 whole entry, looked up): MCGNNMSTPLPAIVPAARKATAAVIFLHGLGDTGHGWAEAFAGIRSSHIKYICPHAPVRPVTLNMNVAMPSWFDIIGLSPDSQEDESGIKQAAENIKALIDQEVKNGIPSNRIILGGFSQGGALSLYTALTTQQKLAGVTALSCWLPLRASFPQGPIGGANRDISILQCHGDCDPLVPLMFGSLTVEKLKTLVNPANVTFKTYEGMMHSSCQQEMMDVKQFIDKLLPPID
PAFAH1B2 FP inh: PAFAH1B2 (human) inhibition; hit rate 1.2% among 340,000; recombinant PAFAH1B2, FP-rhodamine activity probe, fluorescence polarization; inhibition, % at 3.39 µM; AID 492953;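 active = inhibition above the mean of all tested compounds plus 3 SD, cut at about 24% in these data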;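 note: 0% = enzyme with DMSO and 100% = wells lacking PAFAH1B2; many of its hits are not listed in these tables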
Target sequence (P68402 whole entry, looked up): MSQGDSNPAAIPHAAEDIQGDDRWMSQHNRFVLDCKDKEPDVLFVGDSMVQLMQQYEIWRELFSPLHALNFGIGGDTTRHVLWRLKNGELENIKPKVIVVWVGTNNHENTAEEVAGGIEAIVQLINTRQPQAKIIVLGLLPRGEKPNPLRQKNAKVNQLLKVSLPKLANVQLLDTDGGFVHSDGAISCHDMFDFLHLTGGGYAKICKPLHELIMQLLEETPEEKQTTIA
PAD4 inh: blocks human protein arginine deiminase 4 | Q9UM07 | recombinant PAD4, RCA probe fluorescence polarization | inhibition, % at 6.36 µM | hit rate 0.41% among 330,000 | AID 485272;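 active = percent inhibition above a cutoff equal to the mean of all tested compounds plus 3 SD, cut at about 15% in these data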;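 note: 0% = PAD4 with RCA probe and DMSO and 100% = probe without PAD4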
GSTO1 inh: counter-screen for RBBP9 inhibitors: inhibitors of human GSTO1; recombinant GSTO1, activity-based probe fluorescence polarization; P78417; hit rate 1.1% among 300,000; inhibition, % at 5.96 µM; AID 1974;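 active = inhibition above the campaign mean inhibition plus 3 SD, cut at about 35% in these data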;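 note: 0% = GSTO1-1 with DMSO and 100% = wells lacking GSTO1-1 enzyme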
Target sequence (P78417 whole entry, looked up): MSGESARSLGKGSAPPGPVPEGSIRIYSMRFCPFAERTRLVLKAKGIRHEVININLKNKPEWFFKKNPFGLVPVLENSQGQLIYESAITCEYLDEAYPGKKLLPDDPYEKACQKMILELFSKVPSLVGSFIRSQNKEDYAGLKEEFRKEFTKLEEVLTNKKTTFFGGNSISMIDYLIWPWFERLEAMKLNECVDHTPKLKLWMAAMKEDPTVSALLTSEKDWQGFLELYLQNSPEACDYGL
LYPLA2 inh: LYPLA2 (human) inhibition in PME1 counter-screen; AID 2177; inhibition, % at 5.9 µM; recombinant LYPLA2, FP-Rh probe fluorescence polarization; hit rate 0.38% among 320,000;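 active = inhibition above the screen-wide mean plus 3 SD, limit set per campaign, cut at about 26% in these data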;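 note: 0% = LYPLA2 with DMSO and 100% = wells lacking LYPLA2 enzyme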
Target sequence (O95372 whole entry, looked up): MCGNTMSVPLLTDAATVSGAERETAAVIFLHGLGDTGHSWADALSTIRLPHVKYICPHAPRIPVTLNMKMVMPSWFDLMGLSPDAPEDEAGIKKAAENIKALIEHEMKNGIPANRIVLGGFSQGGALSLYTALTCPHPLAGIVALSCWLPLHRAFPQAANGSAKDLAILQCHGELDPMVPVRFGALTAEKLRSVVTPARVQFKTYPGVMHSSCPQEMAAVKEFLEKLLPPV
pPAFAH inh: inhibitors of human plasma PAF acetylhydrolase (pPAFAH). AID 463082. Q13093. inhibition, % at 3.39 µM. hit rate 1.5% among 330,000. recombinant pPAFAH, FP-rhodamine probe fluorescence polarization;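 active = inhibition above the mean inhibition across the screen plus 3 SD, cut at about 25% in these data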;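 note: inhibitors block binding of the rhodamine activity-based probe so polarization drops; 0% = enzyme with DMSO and 100% = wells lacking pPAFAH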
PAFAH1B3 FP inh: blocks human PAF acetylhydrolase 1B catalytic subunit 3. hit rate 0.28% among 340,000. recombinant PAFAH1B3, FP-rhodamine probe, fluorescence polarization. inhibition, % at 3.39 µM. Q15102;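 active = inhibition above the screen-wide average of all tested compounds plus 3 SD, cut at about 25% in these data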;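 note: 0% = enzyme with DMSO only and 100% = wells lacking PAFAH1B3 protein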
PREPL inh: inhibitors of human prolyl oligopeptidase-like enzyme PREPL | Q4J6C6 | AID 2751 | recombinant PREPL, fluorescence polarization activity-based probe | inhibition, % at 5.96 µM | hit rate 0.68% among 320,000; in the data active = inhibition above about 43%;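 note: 0% = enzyme with DMSO and 100% = wells lacking enzyme; many of its hits are not listed in these tables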
* hit, by the source's call; . = not tested or not shown.

Start of the data: the first 2 records, ahead of the listing:
SMILES	PAFAH2 FP inh	LYPLA1 counter	PAFAH1B2 FP inh	PAD4 inh	GSTO1 inh	LYPLA2 inh	pPAFAH inh	PAFAH1B3 FP inh	PREPL inh
Cc1ccc(N2CC(C(=O)Nc3nc4ccc(S(C)(=O)=O)cc4s3)CC2=O)cc1 (configuration not stated)	2	0	-2	-6	-4	7	3	0	2
Cc1ccc(NC(=O)CCCC2CCCCC2)c(O)c1	2	0	3	0	1	8	2	4	8

Main list, repeating the preview:
SMILES	PAFAH2 FP inh	LYPLA1 counter	PAFAH1B2 FP inh	PAD4 inh	GSTO1 inh	LYPLA2 inh	pPAFAH inh	PAFAH1B3 FP inh	PREPL inh
Cc1ccc(N2CC(C(=O)Nc3nc4ccc(S(C)(=O)=O)cc4s3)CC2=O)cc1 (configuration not stated)	2	0	-2	-6	-4	7	3	0	2
Cc1ccc(NC(=O)CCCC2CCCCC2)c(O)c1	2	0	3	0	1	8	2	4	8
CC(=O)O[C@]1(C(C)=O)CC[C@H]2[C@@H]3C=C(C)C4=CC(=O)CC[C@@H]4[C@H]3CC[C@@]21C	5	4	0	-4	5	6	1	7	10
CCOCCCNC(=O)c1cc2c(=O)n3cccc(C)c3nc2s1	-7	3	8	-4	3	0	1	1	8
O=C(O)CC1CCC(=C(Cl)Cl)C1 (configuration not stated)	3	1	0	-1	-2	-5	-4	-11	19
Cc1ccc(NC(=S)N2CCC(N(C)CC3CCCO3)CC2)c(C)c1 (configuration not stated)	1	2	5	0	-7	1	3	12	8
O=C(Nc1ccccc1F)C(c1ccccc1)c1ccccc1	4	-2	11	0	1	3	0	8	0
CO/N=C/NC(=O)c1cn(-c2ccc(F)cc2)c(=O)c2ccccc12	-7	0	7	3	5	-2	4	7	-9
COc1ccccc1C(=O)ON=C1c2ccccc2-c2ccccc21	57*	-2	1	0	2	-11	29*	4	0
FCCCOc1ccc(-c2nccc(-c3ccc(F)cc3)n2)cc1	-5	-7	-1	-3	-1	-3	-1	1	-13

Taken from above.
PAFAH1B2 FP inh result of CO/N=C/NC(=O)c1cn(-c2ccc(F)cc2)c(=O)c2ccccc12 stands at 7
PAFAH2 FP inh result of O=C(Nc1ccccc1F)C(c1ccccc1)c1ccccc1 stands at 4

The list goes on:
SMILES	PAFAH2 FP inh	LYPLA1 counter	PAFAH1B2 FP inh	PAD4 inh	GSTO1 inh	LYPLA2 inh	pPAFAH inh	PAFAH1B3 FP inh	PREPL inh
Cc1cccc(S(=O)(=O)c2c(N)n(/N=C/c3ccccc3)c3nc4ccccc4nc23)c1	-16	4	-6	1	1	7	-1	5	4
CCC(=O)Nc1cccc(C(=O)/C=C/c2cc(Br)ccc2OC)c1	-16	-6	-9	0	-26	-22	-4	-8	-15
O=C(CCc1c[nH]c2ccccc12)NCc1cccc(Cl)c1	-5	0	8	-7	10	2	-1	2	-6
O=C(Nc1ccccc1C(=O)O)c1cccc(NC(=O)c2ccccc2Cl)c1	-15	-1	-1	-4	-17	4	-8	1	-3
COc1cccc(CCC(=O)N2CCC(n3nccc3NC(=O)CC(C)C)CC2)c1	-4	5	0	0	-2	5	4	-5	-15
O=C(O)CCCn1cc(NC(=O)c2ccc(Br)o2)cn1	8	0	2	-2	29	0	-10	4	1
OC1(c2ccccc2F)CCN(Cc2nnnn2Cc2ccc(F)cc2)CC1	-3	4	1	-2	1	8	7	4	-8
O=C1Cc2cc(S(=O)(=O)Nc3cccc([N+](=O)[O-])c3)cc3c2N1CCC3	0	4	5	2	3	2	19	-1	29
COc1ccc([C@@H]2[C@@H]3C(=O)N(C(C)(C)C)C(=O)[C@@H]3[C@]3(Cc4ccccc4)C(=O)N(c4ccccc4)C(=O)N23)cc1	8	0	-2	2	3	-1	1	7	4
CCOC(=O)C1CCN(C(=O)CCS(=O)(=O)c2ccc3c(c2)CCN3C(C)=O)CC1	-5	-4	-3	-1	-2	3	3	4	10
CN(CC(=O)Nc1cccc(F)c1)CC(=O)N1CCc2ccccc21	0	0	4	1	.	-3	-6	6	-43
COc1ccccc1NS(=O)(=O)c1ccc(N/N=C/c2c(C)nn(-c3ccccc3)c2N2CCCC2)c([N+](=O)[O-])c1	2	1	0	-2	4	7	13	12	9
CC(C)(C)n1nnnc1C(c1cccnc1)N(Cc1ccccc1)Cc1ccco1 (configuration not stated)	0	7	1	1	4	4	-2	6	14
O=C(NNc1ccccc1[N+](=O)[O-])Nc1ccc(Cl)c(Cl)c1	-10	-10	4	-5	-5	49*	-2	1	41
Cn1c(=O)c2c(nc(N3CCOCC3)n2Cc2c(F)cccc2Cl)n(C)c1=O	-4	0	-3	0	5	1	6	6	39
O=C(CN1C(=O)NC2(CCCCCC2)C1=O)Nc1ccc(S(=O)(=O)N2CCOCC2)cc1	-4	2	-5	3	-2	8	-7	7	-14
COc1ccc(C(=O)N(CCN2CCOCC2)CC(=O)NC2CCCC2)cc1OC	-5	0	0	0	7	1	2	17	-3
COCCC(=O)N1CCC(Oc2ccc(C(=O)N3CCCC(CCCO)C3)cc2)CC1 (configuration not stated)	0	3	5	-1	-2	9	-1	0	8
CC(C)S(=O)(=O)C/C(N)=N/OC(=O)c1cc(Cl)cc(Cl)c1	.	-2	.	-11	-6	4	-1	.	10
O=C1CC(c2ccccc2)n2nc(NC(=O)C3CCCO3)nc2N1 (configuration not stated)	0	-1	1	1	9	-3	0	11	3

Reformatted comma-delimited: part of the list above.
Molecule,PAFAH2 FP inh,LYPLA1 counter,PAFAH1B2 FP inh,PAD4 inh,GSTO1 inh,LYPLA2 inh,pPAFAH inh,PAFAH1B3 FP inh,PREPL inh
O=C1CC(c2ccccc2)n2nc(NC(=O)C3CCCO3)nc2N1 (configuration not stated),0,-1,1,1,9,-3,0,11,3
COc1ccccc1C(=O)ON=C1c2ccccc2-c2ccccc21,57*,-2,1,0,2,-11,29*,4,0
O=C(Nc1ccccc1C(=O)O)c1cccc(NC(=O)c2ccccc2Cl)c1,-15,-1,-1,-4,-17,4,-8,1,-3
Cc1cccc(S(=O)(=O)c2c(N)n(/N=C/c3ccccc3)c3nc4ccccc4nc23)c1,-16,4,-6,1,1,7,-1,5,4
O=C(NNc1ccccc1[N+](=O)[O-])Nc1ccc(Cl)c(Cl)c1,-10,-10,4,-5,-5,49*,-2,1,41
COc1ccc(C(=O)N(CCN2CCOCC2)CC(=O)NC2CCCC2)cc1OC,-5,0,0,0,7,1,2,17,-3

More structures.
SMILES	PAFAH2 FP inh	LYPLA1 counter	PAFAH1B2 FP inh	PAD4 inh	GSTO1 inh	LYPLA2 inh	pPAFAH inh	PAFAH1B3 FP inh	PREPL inh
COC(=O)COc1ccc(S(=O)(=O)Nc2ccc3c(c2)OCCO3)cc1C	2	2	4	4	6	0	6	4	5
COc1ccccc1-n1c(SCC(=O)Nc2ccccc2F)nc2[nH]ncc2c1=O	-1	-4	3	0	5	-2	1	3	-7
CC(C)(C)C(=O)Nc1nnc(SCC(=O)NC2CCCCC2)s1	-4	1	8	5	-6	6	-1	5	5
O=C1OCCC1Sc1nc(-c2ccccc2)cs1 (configuration not stated)	-4	-1	-4	-5	10	6	8	6	7
CCn1cc(Cl)c(C(=O)Nc2cccc(C(F)(F)F)c2)n1	-2	1	1	-3	1	-1	4	2	2
CC(=O)c1ccc2c(c1)OCCOCCOc1ccc(C(C)=O)cc1OCCOCCO2	4	0	3	-5	-12	-1	11	8	-2
COc1ccccc1-n1c(C)c(C(C)=O)c2cc(O)ccc21	1	-1	3	-2	3	-1	9	3	-3
COc1ccccc1N1CC(C(=O)Nc2nnc(SC)s2)CC1=O (configuration not stated)	0	0	-2	4	5	-4	2	3	2
CC(=O)N(c1ccccc1Cl)S(=O)(=O)c1ccc(Cl)cc1	1	1	2	-1	4	10	5	5	4
COc1ccccc1CNC(=O)COc1ccc(C)cc1	-1	5	8	-6	2	5	2	9	-6
CCOC(=O)N1CCN(C(=O)C2CCCN(c3nc4ccc(OCC)cc4s3)C2)CC1 (configuration not stated)	-4	8	5	-3	1	2	1	-1	2
CC(NS(=O)(=O)c1ccc(OCC(=O)NCc2ccccn2)cc1)c1ccccc1 (configuration not stated)	-2	-1	10	-2	-2	-5	5	1	-3
CCCCN(CC)C(=O)c1cccc(Cl)c1	-6	2	5	-4	3	1	1	2	5
Cc1ccc(S(=O)(=O)N2CC=C(C(=O)NCc3ccc(F)cc3)CC2)cc1	1	-1	18	2	6	2	2	3	14
COCC(=O)Nc1cc(C(=O)Nc2ccccc2C)ccc1Cl	2	2	5	0	-1	5	1	-4	3
CC(C)(C)NC(=O)C(c1ccccc1)N(C(=O)c1ccco1)C1CC1 (configuration not stated)	-8	1	3	-3	1	4	1	0	22
COP(=O)(OC)c1nc(-c2ccc(C)cc2)oc1N1CCCCC1	-2	3	6	1	3	-9	18	10	5
CCCC(=O)OCC(=O)Nc1cc(C(C)(C)C)nn1-c1ccccc1	14	-1	5	1	-1	-2	4	4	7
CC(=O)Nc1ccc(-c2csc(NNC(=O)c3ccccc3)n2)cc1	4	3	-1	-5	-10	-6	-2	15	10
Cc1nc(C)c(-c2nnc(-c3cccc(S(=O)(=O)N(C)C)c3)o2)cc1C(=O)NN	3	-2	4	-1	7	5	1	8	0
O=C(COc1ccccc1)N1c2ccccc2Sc2ccccc21	-1	0	0	-3	1	-4	-1	2	-17
Cc1cc(=O)[nH]c(SCC(=O)N2CCN(C(=O)c3ccco3)CC2)n1	6	.	4	-2	.	.	5	10	12

Whole records, looked up by structure.
Profile of Cc1ccc(S(=O)(=O)N2CC=C(C(=O)NCc3ccc(F)cc3)CC2)cc1 → PAFAH2 FP inh: 1; LYPLA1 counter: -1; PAFAH1B2 FP inh: 18; PAD4 inh: 2; GSTO1 inh: 6; LYPLA2 inh: 2; pPAFAH inh: 2; PAFAH1B3 FP inh: 3; PREPL inh: 14
Profile of CC(NS(=O)(=O)c1ccc(OCC(=O)NCc2ccccn2)cc1)c1ccccc1 (configuration not stated) → PAFAH2 FP inh: -2; LYPLA1 counter: -1; PAFAH1B2 FP inh: 10; PAD4 inh: -2; GSTO1 inh: -2; LYPLA2 inh: -5; pPAFAH inh: 5; PAFAH1B3 FP inh: 1; PREPL inh: -3

These rows are one share of the data, so the mix of outcomes need not match the whole.
